Screens deposited in PubChem by Vanderbilt High Throughput Screening Facility.
Cav3 T inh: blocks human Cav3.2 T-type calcium channel | Cav3.2-expressing cells, Fluo-4 calcium fluorescence FDSS; hits give low values | B-score at 10 µM | actives 4% (n = 100,000) | AID 449739;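 active means single-dose well whose peak fluorescence ratio is a statistical outlier from its plate by either plate-standardised score or position-corrected B-score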
* marks the source's active call; other numbers are inactive results. These rows are one share of the data, so the mix of outcomes need not match the whole.

Start of the data: the first 5 records, ahead of the listing:
| Cav3 T inh | structure |
| --- | --- |
| 0.724 | CCOCCCNC(=O)C1CCCN1S(=O)(=O)c1ccc(Cl)cc1 (stereo unspecified) |
| 0.588 | O=C(Nc1ccc(N2CCN(C(=O)c3ccc(Cl)cc3)CC2)cc1)c1cccnc1 |
| -6.81* | COc1ccc(OC)c(S(=O)(=O)N(C)CC(=O)N2CCN(c3cccc(Cl)c3)CC2)c1 |
| 0.607 | COC(=O)CCSCC(=O)Nc1nnc(C)s1 |
| 0.857 | CC1C2CC(C(CN(C)C)/C2=N/O)C1(C)C (stereo unspecified) |

Results, from the first entry:
| Cav3 T inh | structure |
| --- | --- |
| 0.724 | CCOCCCNC(=O)C1CCCN1S(=O)(=O)c1ccc(Cl)cc1 (stereo unspecified) |
| 0.588 | O=C(Nc1ccc(N2CCN(C(=O)c3ccc(Cl)cc3)CC2)cc1)c1cccnc1 |
| -6.81* | COc1ccc(OC)c(S(=O)(=O)N(C)CC(=O)N2CCN(c3cccc(Cl)c3)CC2)c1 |
| 0.607 | COC(=O)CCSCC(=O)Nc1nnc(C)s1 |
| 0.857 | CC1C2CC(C(CN(C)C)/C2=N/O)C1(C)C (stereo unspecified) |
| 0.0296 | Cc1ccc(-c2cc(-c3ccccc3Cl)[nH]n2)c(O)c1 |
| 0.574 | CCCCCCCCCCCCN1[C@@H](CC(C)=O)c2cc(C(F)(F)F)ccc2S1(=O)=O |
| 0.183 | CC(C)C(=O)Nc1ccc(C(=O)NCc2cccnc2)cc1 |
| 0.591 | O=C(CSc1nc2ccccc2s1)N1CCN(C(=O)c2ccco2)CC1 |
| -0.441 | Cc1ccc(C(=O)Nc2ccc3c(c2)OCO3)cc1S(=O)(=O)N1CCCC1 |
| -6.87* | CN(C)/C=c1\sc2c(C#N)cc(C(=O)c3ccc(Br)cc3)n2c1=O |
| -0.0444 | Cc1cc(NC(=O)CSc2nnc(-c3ccc(Cl)s3)o2)no1 |
| 1.03 | CCOC(=O)C1=C(C)Nc2nc(C)nn2C1c1cc(OC)ccc1OC (stereo unspecified) |
| -6.11* | Cn1c(CNc2nc(-c3ccccc3)cs2)nnc1SCC(=O)OC1CCCCC1 |
| -5.03* | Cc1ccc(Cn2c(Cc3ccccc3)nc3ccccc32)cc1 |
| 0.127 | N#CC1=C(N)C(C#N)(C#N)C2(CCC3(CC2)OCCO3)C2CC3(CC=C12)OCCO3 (stereo unspecified) |
| -0.113 | O=C(O)C1CCCCC1C(=O)NCCC(c1ccccc1)c1ccccc1 (stereo unspecified) |
| -0.631 | Cc1cc2c(cc1C)CSC(c1c(O)ccc3ccccc13)SC2 |
| -0.115 | Cc1ccc(-c2nc3ccccc3s2)cc1S(=O)(=O)N1CCOCC1 |
| 0.251 | CCCC(=O)c1cc(F)c(N2CCN(S(=O)(=O)c3ccccc3)CC2)cc1C |
| 1.06 | COc1ccc(-c2c(C)nn3c(N4CCC5(CC4)OCCO5)cc(C)nc23)cc1OC |
| 0.649 | CN(c1ccc(S(=O)(=O)N2CCOCC2)cn1)C1CCCCC1 |
| 0.552 | COCCNS(=O)(=O)c1cc(F)ccc1OC |
| 0.989 | N#CC1=C2SCN(Cc3ccco3)CN2C(=O)CC1c1ccc(Cl)cc1 (stereo unspecified) |
| 0.234 | S=C1COC(c2ccccc2)N1c1ccccc1 (stereo unspecified) |
| 0.633 | CCn1c(SCC(=O)Nc2nnc(C)s2)nnc1-c1ccncc1 |
| -0.449 | Cc1ccc(S(=O)(=O)N2CCN(S(C)(=O)=O)C2)cc1 |
| 0.0383 | O=C(O)c1ccc(C(=O)Nc2cccc(NC(=O)C3CCCO3)c2)cc1 (stereo unspecified) |
| 0.147 | CCOc1ccccc1C1C(C(N)=O)=C(C)Nc2nc(-c3ccc(OC)cc3)nn21 (stereo unspecified) |
| -0.441 | O=C(COc1ccc2ccccc2c1)NC1=NCCS1 |
| -0.998 | O=C(CSc1nc2ccccc2c(=O)[nH]1)N1CCOCC1 |
| -0.213 | CC(C)(C)NC(=O)NC(=O)COc1ccccc1C#N |
| -1.88 | Cc1ccc2ccc(C3C(=O)c4ccccc4C3=O)nc2c1 |
| 0.0284 | CCN1CCN(C(=S)c2ccc(OCC(=O)N3CCOCC3)cc2)CC1 |
| -1.56 | O=C1OC(c2cccs2)=N/C1=C\c1ccc(-c2cccc(Cl)c2)o1 |
| 0.397 | CCCCOC(=O)c1ccc(NC(=O)c2ocnc2C)cc1 |
| -1.53 | CCN(CC)S(=O)(=O)c1ccc2c(c1)c(=O)c(C(=O)NCCCN(C)c1ccccc1)cn2C |
| -0.921 | Cc1c(C(=O)Nc2ccc(F)cc2)oc2ccc(S(=O)(=O)N3CCC4(CC3)OCCO4)cc12 |
| 0.965 | COc1ccccc1CN(C)C(=O)c1ccc2c(c1)NC(=O)CS2 |
| -0.0127 | COc1cccc(C(=O)N(c2ccc(OC)cc2OC)C2C=CS(=O)(=O)C2)c1 (stereo unspecified) |
| -3.61 | COC(=O)c1ccccc1NC(=O)c1ccccc1NS(C)(=O)=O |
| 0.881 | COc1ccc(-c2cc(C3CCN(c4cc(Cl)nc(N)n4)CC3)[nH]n2)cc1 |
| 0.18 | CC(NC(=O)OC(C)(C)C)C(=O)Oc1cc2oc(=O)cc(-c3ccccc3)c2cc1Cl (stereo unspecified) |
| -0.556 | Cn1c(NC(=O)c2cccc(C(F)(F)F)c2)cc(=O)n(C)c1=O |
| -0.677 | Cc1nc(=O)c(-c2ccccc2)c(C)n1-c1ccc(C(=O)O)cc1 |
| 0.858 | COc1ccccc1CCNC(=O)c1cnn2c(C(F)F)cc(C)nc12 |
| -0.422 | Cc1ccc(C(=O)NNC(=O)CSc2nnc3c(n2)[nH]c2ccc(F)cc23)cc1 |
| -0.464 | COc1ccccc1NC(=O)C1CCCCN1S(=O)(=O)c1ccc(F)cc1 (stereo unspecified) |
| -0.782 | CCOC(=O)C1=C(C)Nc2nc(SCc3cccnc3)nn2C1c1ccc(OC)cc1 (stereo unspecified) |
| -0.663 | O=C(CSc1nnc(-c2ccccc2)o1)NCC1CCCCC1 |
| -1.99 | O=C(NCc1ccco1)C12CN(Cc3ccccc3)CC1C(c1cccc([N+](=O)[O-])c1)=NO2 (stereo unspecified) |
| 0.642 | COc1ccc(S(=O)(=O)c2ccc(O)cc2)cc1 |
| -1.09 | CC(=O)c1cc(C(c2csc(C(C)=O)c2)c2csc(C(C)=O)c2)cs1 |
| 0.1 | O=C(CCc1nc(-c2ccccc2F)no1)Nc1ccc(Oc2ccccc2)cc1 |
| -2.94 | CC(CCc1ccccc1)NC(=O)CN1CCOc2ccccc21 (stereo unspecified) |
| -0.0252 | O=c1[nH]c2cc3c(cc2cc1C(c1nnnn1CC1CCCO1)N1CCCCCC1)OCO3 (stereo unspecified) |
| -0.451 | CCSc1ccccc1C(=O)NCc1ccc(S(N)(=O)=O)cc1 |
| 0.0586 | COc1ccc(C2=NCC(CSc3nnnn3C)S2)cc1 (stereo unspecified) |
| 0.331 | C=CCn1c(SCC(=O)Nc2ccc3c(c2)OCCO3)nnc1-c1ccccn1 |
| 1.05 | CCCCN1c2cc(C)c(O)cc2C(C(=O)OCC)C1C (stereo unspecified) |

(next part)
| Cav3 T inh | structure |
| --- | --- |
| 2.13 | Cc1cc(C(=O)Nc2ccccc2C(F)(F)F)no1 |
| 2.02 | CCN1CCN(C(=O)CCCn2c(C)c3cnn(-c4ccccc4)c(=O)c3c2C)CC1 |
| -0.0933 | COC(=O)Cn1cnc2c(nnn2Cc2ccc(Cl)cc2)c1=O |
| -2.37 | O=C(CN(Cc1ccco1)S(=O)(=O)c1cccs1)Nc1ccccc1C(F)(F)F |
| 0.101 | O=C1CCCCC(=O)c2ccccc2N1 |
| 0.844 | O=C1c2ccccc2C(=O)N1CC(=O)N1c2ccccc2Sc2ccccc21 |
| 1.46 | CC(C)C[C@H](NC(=O)Nc1ccccc1F)C(=O)O |
| 0.184 | CC1CC(C)CN(C(=O)c2cc(-c3ccccn3)nc3ccccc23)C1 (stereo unspecified) |
| -0.243 | CC1(C)CC(NC(=O)CC2CCCCC2)CC(C)(C)N1 |
| -0.00529 | Cc1ccc(C)c(S(=O)(=O)N2CCN(C(=O)Cn3c(C(F)(F)F)nc4ccccc43)CC2)c1 |
| -0.989 | CCOCC(=O)Nc1c(C(=O)Nc2ccc(OC)cc2OC)oc2ccccc12 |
| 0.0446 | COc1ccc(N2C(=O)/C(=C/c3ccc([N+](=O)[O-])cc3)C=C2c2ccccc2)cc1 |

Four entries from above, with each value named:
O=C1c2ccccc2C(=O)N1CC(=O)N1c2ccccc2Sc2ccccc21
- Cav3 T inh: 0.844

CCOCC(=O)Nc1c(C(=O)Nc2ccc(OC)cc2OC)oc2ccccc12
- Cav3 T inh: -0.989

CCN1CCN(C(=O)CCCn2c(C)c3cnn(-c4ccccc4)c(=O)c3c2C)CC1
- Cav3 T inh: 2.02

Cc1cc(C(=O)Nc2ccccc2C(F)(F)F)no1
- Cav3 T inh: 2.13

Further records.
| Cav3 T inh | structure |
| --- | --- |
| 0.505 | Cn1c(COc2ccccc2)nnc1SCC(=O)Nc1ccc(N2CCOCC2)c(Cl)c1 |
| -3.02 | CC1CCCCN1c1nc(-c2ccncc2)nc2ccccc12 (stereo unspecified) |
| -3.26 | Cc1ccc(S(=O)(=O)N/N=C\c2ccc3c(c2)OCO3)cc1 |
| 0.445 | O=C(NCc1cccnc1)C(=O)NCC1OCCN1S(=O)(=O)c1ccccc1 (stereo unspecified) |
| -0.29 | CCOC(=O)N1CCC(NC(=O)CCC(=O)N2CC(C)Oc3ccc(Cl)cc32)CC1 (stereo unspecified) |
| -1.31 | C=CCOc1ccc2cccc(/C=N/NC(=O)c3cc4cc([N+](=O)[O-])ccc4s3)c2c1 |
| -0.77 | Cc1cccc(C)c1NC(=S)NN1CCN(C)CC1 |
| -1.18 | Cc1ccc(NC(=O)COc2ccccc2)c(NC(=O)c2ccccc2C)c1 |
| 0.00434 | COc1cc(OC)cc(-c2nnc(Nc3nc4c(F)cccc4s3)o2)c1 |
| 0.0394 | Cc1cccc(OCc2nc(-c3ccc(-n4cccc4)cc3)no2)c1 |
| -0.602 | Cc1nnc(SCc2cccs2)[nH]c1=O |
| 1.3 | Cc1c(C#N)c2ncn(CCCN(C)C)c(=O)c2n1-c1ccccc1 |
| -0.0164 | CCOC(=O)c1[nH]c(C)c(/C(O)=C2\C(=O)C(=O)N(CCN3CCOCC3)C2c2cccs2)c1C (stereo unspecified) |
| 1.32 | CCN1C(=O)c2cccc3c(S(=O)(=O)Nc4ncccc4C)ccc1c23 |
| -1.22 | O=C1NC[C@@H](Cc2ccc(O)cc2)N(CCc2cccc(F)c2)C1=O |
| -0.00122 | Cc1ccc(N2CC(C(=O)N3CCc4ccccc4C3)CC2=O)cc1 (stereo unspecified) |
| 0.87 | CCOC(=O)C1CCN(C(c2cccs2)c2sc3nc(C)nn3c2O)CC1 (stereo unspecified) |
| -0.996 | COc1cc2c(cc1NC(=S)Nc1cccc3ccccc13)oc1ccccc12 |
| -1.68 | CCc1c(O)nc(SCC(=O)Nc2ccccc2)n(C(C)CC)c1=O (stereo unspecified) |
| -0.0611 | CC1Cc2ccccc2N1S(=O)(=O)c1cccc(C(=O)c2nccn2C)c1 (stereo unspecified) |
| -0.267 | Clc1cccc2sc(-c3nnc(-c4ccccc4)o3)c(Cl)c12 |
| -0.465 | Cn1c(=O)cc(OCCCC(=O)Nc2cccnc2)c2ccccc21 |
| -0.25 | Cc1ccc(NC(=O)c2cc(S(=O)(=O)N3CCC4(CC3)OCCO4)ccc2F)cc1 |
| -6.89* | Cc1cc(N2CCC(C(=O)Nc3ccc(F)cc3)CC2)nc(-c2ccccc2)n1 |
| 0.714 | COCCCNC(=O)c1ccccc1SC |
| 0.476 | Cc1nn(-c2ccccc2)c2sc(C(=O)NC3CC3)cc12 |
| 0.185 | Cc1[nH]c(=O)c(C(=O)/C=C/c2ccccc2)c2c1CCCC2 |
| -0.361 | O=C(O)CSc1nnc(Cc2ccccc2)n1Cc1ccccc1 |
| 0.171 | Cc1cccc(C)c1NC(=O)C1CCCN(CCCc2ccccc2)C1 (stereo unspecified) |
| 0.173 | O=C(NCCCN1CCCC1=O)c1cccnc1 |
| -0.919 | CS(=O)(=O)N(CC(=O)N1CCC(C(N)=O)CC1)c1ccc(Cl)c(C(F)(F)F)c1 |
| -0.875 | COc1cc(CNn2c(C)n[nH]c2=S)cc(Cl)c1OCc1ccc(F)cc1 |
| -0.589 | COc1ccc(C(=O)Nc2ccc(Cl)c(Cl)c2)c(OC)n1 |
| -0.926 | CCc1cccc(CC)c1N(COC)C(=O)Cn1c(C(C)O)nc2ccccc21 (stereo unspecified) |
| 2.1 | COC(=O)C1=C(C(=O)c2ccc(C)cc2)C(c2ccc(O)c(OC)c2)n2nnnc2N1 (stereo unspecified) |
| -0.348 | O=C(COc1ncnc2cc([N+](=O)[O-])ccc12)NCc1ccc2c(c1)OCO2 |
| -0.739 | CC(=O)Nc1sc2c(c1CN1CCN(c3ccccn3)CC1)CCCC2 |
| -1.42 | Cc1nn(Cc2ccc(C(=O)NC3CCCCC3)o2)c(C)c1Br |
| -1.33 | CN(c1ccccc1)S(=O)(=O)c1cc(C(=O)N2CCN(c3ccccn3)CC2)ccc1Cl |
| 0.112 | O=c1nc(C(F)(F)F)nc2ccccn12 |
| -0.824 | C=CCn1c(C)cc(C(=O)CN2C(=O)NC3(CCCc4ccccc43)C2=O)c1C (stereo unspecified) |
| -2.59 | CCSc1nnc(NC(=O)CSc2nnc(Cc3cccn3C)n2-c2ccc(C)cc2)s1 |
| 0.573 | C=CCn1c(O)c(C(CC)=NCCN2CCOCC2)c(=O)[nH]c1=O |
| -0.302 | O=C(NCc1ccco1)c1ccc(Cn2c(=O)c3ccccc3n(Cc3cccc(F)c3)c2=O)cc1 |
| -0.0612 | Cc1cccc2cc(CN(Cc3ccc(F)cc3)C(=O)N3CCOCC3)c3nnnn3c12 |
| -0.438 | COC(=O)C(C)n1cnc2c(nnn2-c2cccc(Cl)c2)c1=O (stereo unspecified) |
| 1 | CC(C)N(C(=O)Cn1c(SCC(=O)Nc2nccs2)nc2ccccc21)C(C)C |
| -0.574 | Fc1ccc(NC(=S)N/N=C/c2cccc(Br)c2)c(F)c1 |
| -0.00934 | O=C(O)CC1Sc2ccccc2NC1=O (stereo unspecified) |
